Source: PubChem
Rat MKP-3 inhibitors = inhibition of rat DUSP6 enzyme activity – biochemical, in vitro, primary screen (AID 425). recombinant MKP-3 phosphatase activity, fluorescence; higher % means a stronger effect. inhibition, % at 20 µM; hits with a dose series show IC50 in µM. 0.17% of 110,000 active; in the data active means inhibition above about 50%;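 further: plate controls were vehicle for no effect and reference inhibitor for full effect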
Hsp70 displacement = Hsp70 inhibitors, probe displacement, primary screen, biochemical, fluorescence polarization (AID 583). one-dose displacement, % at 20 µM; IC50 in µM for titrated hits. Hsp70 fluorescence polarization probe displacement, mP; higher % means a stronger effect. 0.06% of 140,000 active; in the data active means displacement above about 50%;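 further: plate controls were vehicle for no effect and reference ligand for full effect; a part of the inactive calls stands beside numbers as strong as those of hits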
Starred values were filed as active, the others as inactive; · = not tested or not shown; & = joins results of further samples. Only part of the results is shown. The share of hits here may be higher or lower than overall.

Rat MKP-3 inhibitors | Hsp70 displacement | canonical_smiles
0% | 3.3% | CC(=O)c1ccc(OCC(O)CN2C(C)(C)CC(O)CC2(C)C)cc1 (stereo not drawn)
9% | 2.7% | CCCCC(=O)Nc1nc2c(OC)ccc(OC)c2s1
-1% | 4.5% | Cc1nc(N2CCN(Cc3ccc4c(c3)OCO4)CC2)c2oc3ccccc3c2n1
· | 0.7% | O=C(NCc1ccncc1)C1CCN(S(=O)(=O)Cc2ccccc2)CC1
· | 3.9% | CC(C)n1c(-c2cccs2)nc2ccccc21
-11% | -2.0% | CCCc1n[nH]c2c1C(=O)C(C(=O)OC)C(C)(C)C2 (stereo not drawn)
-6% | -0.5% | COc1cccc(-c2cc(C(=O)Nc3cc(C)on3)no2)c1
-3% | 2.7% | C/C(=N\N=C\c1ccccc1)C1C(=O)c2ccccc2C1=O
-1% | -2.0% | CCNC(=O)CSc1nc2ccccc2c(=O)n1OC
· | -3.3% | CCOC(=O)N1CCN(C(=O)c2ccc3c(=O)n(Cc4ccccc4OC)c(=S)[nH]c3c2)CC1
4% | -3.1% | Cc1nc2ccccc2c2c1C(=O)N(c1cccc(O)c1)C2=O
-6% | -6.4% | Cc1[nH]n2c(=O)cc(C(C)C)nc2c1-c1ccccc1
8% | 0.6% | O=C(N/N=C/c1c(Cl)cccc1Cl)c1cc(-c2ccc(Br)cc2)n[nH]1
4% | 1.8% | O=C(c1cccc(Br)c1)N1CCN(c2ccc(F)cc2)CC1
2% | 2.3% | COc1ccc(S(=O)(=O)N(CC(=O)Nc2ccc3c(c2)OCO3)c2ccc(C)cc2)cc1OC
-10% | -0.6% | CC1CCCCC1NC(=O)c1nn(C)c(=O)c2ccccc12 (stereo not drawn)
2% | 0.6% | C#CCOC(=O)/C=C/c1cccc([N+](=O)[O-])c1
5% | 0.3% | COc1ccc(-c2noc(COc3ccc(C)cc3Br)n2)cc1
· | 3.1% | CC(C)(C)CNC(CO)C12CC3CC(CC(C3)C1)C2 (stereo not drawn)
-1% | 6.4% | COc1cccc(C(=O)Nc2nnc(-c3cccs3)o2)c1
1% | -6.2% | O=C(Nc1ccccc1)c1c(NC(=S)Nc2ccccc2)sc2c1CCCC2
-2% | 2.8% | O=C(COC(=O)c1cnccn1)Nc1ccc(Cl)cc1
0% | 5.0% | Oc1ccccc1/C=N/Nc1cc(N2CCCCC2)nc(N2CCCCC2)n1
2% | -0.3% | COc1ccc(N(CC(=O)O)S(C)(=O)=O)c(OC)c1
-3% | -2.1% | O=C(O)c1cccc(CP(=O)(c2ccccc2)c2ccccc2)c1
· | -0.2% | Cc1ccc(CSCC(Nc2ccc(C(=O)O)cc2[N+](=O)[O-])C(=O)O)cc1 (stereo not drawn)
8% | 0.9% | Cc1ccc(C2C3=C(CC(C)(C)CC3=O)N(CCN3CCOCC3)C3=C2C(=O)CC(C)(C)C3)cc1
-4% | -11% | O=C1C(O)CC2c3ccccc3CC3(CCCC3)N12 (stereo not drawn)
0% | -1.9% | O=C(CCNc1ccccc1)c1ccc([N+](=O)[O-])cc1
0% | 3.8% | O=C(Nc1cc(Cl)cc(Cl)c1)c1cccc(Cl)c1Cl
· | 11% | Cc1cc(NC(=O)/C=C/c2ccccc2)no1
-2% | -8.1% | N#Cc1c(N)n(CCOC(=O)c2ccc(Cl)cc2)c2nc3ccccc3nc12
-8% | 5.5% | Cc1ccc(N2C(=O)c3ccccc3C2Nc2ccccc2F)nc1 (stereo not drawn)
5% | 2.2% | COC(=O)c1cn(CC(=O)N2CCCCCC2)c2ccccc12
-5% | 6.9% | Cc1noc(C)c1COC(=O)CCOc1ccccc1
-3% | 9.3% | O=C(Nc1ccccc1)Nc1nnc(-c2cccc(F)c2)s1
· | 28% | COc1ccc(-n2c(SCC(=O)Nc3sc4c(c3C#N)CCCC4)nnc2-c2ccc(O)cc2)cc1
1% | -2.3% | CCCN1C(=O)c2ccccc2NC1c1c(Cl)cccc1Cl (stereo not drawn)
· | 2.7% | O=C(CCc1ccccc1)Nc1ccc(F)cc1F
0% | -4.6% | N#Cc1c(/N=C\c2ccc(N3CCCCC3)c([N+](=O)[O-])c2)sc2c1CCCC2
-1% | -0.5% | COc1ccc(/C(O)=C2/C(=O)C(=O)N(CCCCCC(=O)O)C2c2ccccc2[N+](=O)[O-])cc1 (stereo not drawn)
0% | 7.6% | Cc1cc(C)c2nc3s/c(=C\c4cccc(Br)c4)c(=O)n3c2c1
-8% | -1.0% | CCOC(=O)C(C(C)=O)=C1SC2CS(=O)(=O)CC2S1 (stereo not drawn)
1% | 0.5% | O=C1OC(c2ccccc2)=N/C1=C1/c2ccccc2-c2ccc([N+](=O)[O-])cc21
-1% | -4.3% | CCCn1c(NC(=O)c2ccc(Cl)c(S(=O)(=O)N3CCCC3)c2)nc2ccccc21
0% | 7.2% | O=C(O)CSc1ccc(I)cc1C(=O)O
4% | 0.2% | COc1cc(C(=O)Nc2ccc(S(=O)(=O)NC(C)=O)cc2)cc(OC)c1OC
· | -1.5% | Fc1cc(F)cc(-c2oncc2-c2nnnn2-c2ccccc2)c1
-2% | 1.0% | O=C(Cn1nnc(-c2ccc3c(c2)OCO3)n1)N1CCOCC1
-7% | · | CN(CCNC(=O)CN1CCN(Cc2ccccc2Cl)C1=O)Cc1ccccc1
2% | 0.0% | COC(=O)c1cccc(NC(=O)c2c(-c3ccccc3Cl)noc2C)c1
2% | -0.1% | COC(=O)c1cc2c(=O)n3ccccc3nc2n(C(C)C)c1=N
4% | 9.3% | O=C(O)c1ccccc1C(=O)Nc1n[nH]c(=S)s1
-8% | 5.4% | O=C(NCc1cccnc1)c1c(F)c(F)c(F)c(F)c1F
-4% | -0.3% | Clc1ccccc1-c1nnc2sc(-c3ccc4c(c3)OCO4)nn12
-11% | 5.1% | C[C@H](N)c1nnc(SCc2ccc(Cl)cc2Cl)o1

Seven entries from above, reformatted.
| canonical_smiles | Rat MKP-3 inhibitors | Hsp70 displacement |
| --- | --- | --- |
| CN(CCNC(=O)CN1CCN(Cc2ccccc2Cl)C1=O)Cc1ccccc1 | -7% | · |
| COC(=O)c1cccc(NC(=O)c2c(-c3ccccc3Cl)noc2C)c1 | 2% | 0.0% |
| COC(=O)c1cc2c(=O)n3ccccc3nc2n(C(C)C)c1=N | 2% | -0.1% |
| O=C(O)c1ccccc1C(=O)Nc1n[nH]c(=S)s1 | 4% | 9.3% |
| O=C(NCc1cccnc1)c1c(F)c(F)c(F)c(F)c1F | -8% | 5.4% |
| Clc1ccccc1-c1nnc2sc(-c3ccc4c(c3)OCO4)nn12 | -4% | -0.3% |
| C[C@H](N)c1nnc(SCc2ccc(Cl)cc2Cl)o1 | -11% | 5.1% |

The list continues.
Rat MKP-3 inhibitors | Hsp70 displacement | canonical_smiles
-17% | 5.6% | O=C(CSc1nnc(Cc2ccccc2)o1)Nc1ccc(Br)cn1
-9% | -5.7% | CCC(C)(C(=O)NC1CCCC1)N(CC1CCCO1)C(=O)CNC(=O)c1ccccc1 (stereo not drawn)
· | -1.3% | CCC(C)[C@H](NC(=O)N1CCCC1)C(=O)OC (stereo partly drawn)
-2% | 11% | COC(=O)c1ccccc1NC(=O)CSc1nnc(-c2cccc(F)c2)n1-c1ccccc1
-18% | -0.1% | Clc1ccc(Cn2cccc2C2=NCCO2)cc1
2% | 1.9% | CCOc1cccc(N2C(=O)CC(n3cnc4ccccc43)C2=O)c1 (stereo not drawn)
· | 1.7% | COc1ccc(N=C2C(=Nc3ccc(OC)cc3)N(c3ccc(OC)cc3)C(=S)N2C(=O)c2ccc(OC)cc2)cc1
5% | -3.0% | CCOC(=O)C1CCCN(C(=O)CNC(=O)Cn2ccc3ccccc3c2=O)C1 (stereo not drawn)
· | -3.1% | O=C(CN1C(=O)c2cccc3cccc1c23)Nc1cccnc1
· | 2.8% | CCCC(=O)OC1CC(C)N(C(=O)c2ccccc2)c2ccc(C)cc21 (stereo not drawn)
4% | -9.9% | Cc1ccc(/C=c2\sc3nnc(-c4ccccc4)n3c2=O)cc1
0% | -1.1% | CC1=C(c2ccccc2)[N+](=O)C(C)(C)N1[O-]
1% | -3.4% | C#Cc1cccc(NC(=O)CN2C(=O)c3ccccc3C2=O)c1
· | -0.8% | CN1C(=O)CC(N2CCC(C(N)=O)CC2)C1=O (stereo not drawn)
0% | 0.8% | Cc1ccc(N2C(=O)CC(NCc3cccc4ccccc34)C2=O)cc1 (stereo not drawn)
3% | -2.2% | O=C(O)c1ccccc1SCCCN1C(=O)c2ccccc2C1=O

Some of these compounds in order of the Rat MKP-3 inhibitors value, largest number first.
| Molecule | Rat MKP-3 inhibitors | Hsp70 displacement |
| --- | --- | --- |
| COc1ccc(-c2noc(COc3ccc(C)cc3Br)n2)cc1 | 5% | 0.3% |
| Cc1ccc(/C=c2\sc3nnc(-c4ccccc4)n3c2=O)cc1 | 4% | -9.9% |
| O=C(O)c1ccccc1SCCCN1C(=O)c2ccccc2C1=O | 3% | -2.2% |
| CCCN1C(=O)c2ccccc2NC1c1c(Cl)cccc1Cl (stereo not drawn) | 1% | -2.3% |
| CC(=O)c1ccc(OCC(O)CN2C(C)(C)CC(O)CC2(C)C)cc1 (stereo not drawn) | 0% | 3.3% |
| COC(=O)c1ccccc1NC(=O)CSc1nnc(-c2cccc(F)c2)n1-c1ccccc1 | -2% | 11% |
| O=C1C(O)CC2c3ccccc3CC3(CCCC3)N12 (stereo not drawn) | -4% | -11% |

Additional results:
Rat MKP-3 inhibitors | Hsp70 displacement | canonical_smiles
-3% | · | O=C1Nc2ccc(S(=O)(=O)NCCC3=CCCCC3)c3cccc1c23
· | -1.6% | CCN(C(=O)CSc1nnc(Cc2ccccc2F)n1N)C1CCS(=O)(=O)C1 (stereo not drawn)
8% | 2.5% | COCCCN1C(=O)c2[nH]nc(-c3ccccc3O)c2C1c1cccc(Cl)c1 (stereo not drawn)
-7% | 3.2% | Cc1ccccc1-c1nc(CS(=O)(=O)CC(=O)NCc2ccccc2)c(C)o1
0% | -2.8% | CC(=O)c1oc2ccc3c(C)cc(=O)oc3c2c1-c1ccccc1
-8% | -2.9% | CCCNC(=O)N(C)c1nncnc1C(=O)NC
0% | -4.2% | COc1ccc(C(=O)NNC(=O)Nc2ccc(Cl)cc2)cc1
· | 7.3% | COC(=O)C(C)(C)NC(=O)c1cccs1
· | 3.1% | O=C(NCc1ccco1)c1nn2c(C(F)(F)F)cc(-c3cccs3)nc2c1Cl
-5% | 3.1% | COC(=O)C1=C(C)NC(=O)C1(NC(=O)CN1CCCC1=O)C(F)(F)F (stereo not drawn)
· | 6.3% | COc1ccc(OCc2nnc(SCC(=O)N3CCCc4ccccc43)n2-c2ccc(C)cc2)cc1
· | 2.5% | CCCCCCCCC(=O)N/N=C(\C)c1cccnc1
4% | 4.3% | CCOc1ccc(N2CC(C(=O)NC(C)C)CC2=O)cc1 (stereo not drawn)
· | -2.4% | O=C(c1ccc(Br)o1)N1CCN(c2ncccn2)CC1
3% | 1.1% | COC(=O)c1cccc(NC(=O)CCOc2ccccc2)c1
5% | 2.4% | CCc1nc2ccccc2n1CC(O)COCc1ccccc1 (stereo not drawn)
-11% | 7.3% | CCOC(=O)c1cccc(NC(=O)CN(c2ccc(OC)cc2)S(=O)(=O)c2c(C)noc2C)c1
7% | -4.1% | COc1ccc(OC)c(C(c2c(C)[nH]n(-c3ccccc3)c2=O)c2c(C)[nH]n(-c3ccccc3)c2=O)c1
-6% | -0.7% | CSc1nnc(N(CCC#N)CCC#N)s1
-1% | -6.0% | Cc1cccc(-c2noc(-c3ccc(Br)cc3)n2)c1
3% | -3.6% | CC(NC(=O)c1ccc([N+](=O)[O-])cc1)C1C2CC3CC(C2)CC1C3 (stereo not drawn)
· | 2.5% | Cc1c(NC(=O)C2C3C=CC(C3)C2C(=O)O)c(=O)n(-c2ccccc2)n1C (stereo not drawn)
· | 2.0% | COc1cccc(C2=CC(c3cccs3)n3nnnc3N2)c1 (stereo not drawn)
1% | 2.7% | COc1ccc(-n2c(O)c(C=Nc3cccc(Cl)c3)c(=O)[nH]c2=O)cc1
-4% | -0.7% | CC(C)C1(C)C(=O)N=C2c3ccccc3C(=O)N21 (stereo not drawn)
0% | 1.6% | COc1ccccc1OCc1nc(C#N)c(N2CC(C)CC(C)C2)o1 (stereo not drawn)
· | 4.1% | CC1CCc2c(sc3nc4n(c(=O)c23)CCS4)C1 (stereo not drawn)
-5% | -0.4% | COc1ccc(CCNC(=O)c2[nH]c(C)c(C(C)=O)c2C)cc1OC
4% | -0.5% | CC(CCN(C)C)OC(=O)c1ccc(C(C)c2ccccc2)o1 (stereo not drawn)
-4% | -4.3% | CC(=O)NC1=NN(C(C)=O)C(C)(CCS(=O)(=O)c2ccc(Br)cc2)S1 (stereo not drawn)
-6% | · | O=C(NCCN1C(=O)CSC1=O)C1CC(=O)N(c2ccccc2)C1 (stereo not drawn)
-4% | -4.5% | O=C1c2oc3ccccc3c(=O)c2C(c2ccc(Br)cc2)N1c1ncccn1 (stereo not drawn)
-1% | 2.0% | CC(C)c1ccc(NC(=O)C(=O)NCC2CCNCC2)cc1
-2% | 2.3% | CCC(C)NC(=O)CSC1=Nc2ccccc2C2=NC(CC(=O)NCc3ccc(F)cc3)C(=O)N12 (stereo not drawn)
4% | 3.5% | O=C(Nc1ccc([N+](=O)[O-])cn1)C1CC1c1ccccc1 (stereo not drawn)
2% | -4.9%&0.9% | CCOc1ccc2nc(SCC)[nH]c2c1
-8% | 2.8% | CC(=O)N1CN(C2CCCC2)Cc2c1sc1c2CCCC1
5% | -0.4% | O=C(NCCO)c1ccc(Cl)c(Cl)c1
6% | -1.3% | CC1CCN(c2nc3ccc(C(=O)O)cc3s2)CC1
· | -1.8% | Cc1ccc(OS(=O)(=O)c2ccccc2)c(/C=N/N=C2\NC(=O)C(C)S2)c1 (stereo not drawn)
